Source: PubChem BioAssay (Sanford-Burnham Center for Chemical Genomics)
beta cell repl = induces beta-cell replication in MIN6 cells | MIN6 cells proliferation, ATPlite luminescence, 48 h; cells starved in 0.2% serum; 100% = growth in 10% serum | proliferation, % at 10 µM | 0.29% of 330,000 active;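 active = compounds whose signal lies at least 3.5 SD above the mean of all wells on their plate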;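 note: 0% = DMSO-treated cells in low-serum medium and 100% = 10% serum control; some compounds called inactive have numbers as strong as hits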
mIAP act = increases mouse intestinal alkaline phosphatase activity; muIAP, CDP-Star luminescence, 30 min; stronger effect = higher value; 1 = vehicle-only enzyme signal, 0 = enzyme-free wells; activation factor at 10 µM; 0.24% of 330,000 active;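 active = activation factor of at least 2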; note: the source names both 10 and 20 µM as test concentration; values of inactives mirror those of a sister screen read the other way
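System: Mouse IAP enzyme | Also added: CDP-Star substrate | Dosing: Compounds dispensed in DMSO | Schedule: 30 min enzyme-substrate-compound incubation at room temperature | Technique: Chemiluminescence readout | Control set: DMSO-only wells and no-enzyme negative control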
TIM10 inh = growth inhibitors of TIM10 yeast strain. S. cerevisiae TIM10 strain growth, BacTiter-Glo luminescence, 24 h. inhibition, % at 10 µM. 1.4% of 330,000 active;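 active = inhibition of 40% or more at the single tested concentration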;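 note: wild-type TIM10 isogenic control strain grown at permissive 25 °C; 0% = DMSO yeast wells and 100% = minimal medium wells without yeast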
mIAP block = blocks mouse intestinal alkaline phosphatase; purified mouse IAP, CDP-Star luminescence, 30 min; 0.2% of 330,000 active; inhibition, % at 10 µM;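 active = inhibition of at least 40% at 10 µM in the primary screen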;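 note: plate controls were DMSO with enzyme for no effect and no enzyme wells for full effect; values of inactives mirror those of a sister screen read the other way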
NLRP3 yeast inh = blocks the NALP3 inflammasome reconstituted in yeast; Yeast reconstituted NLRP3/ASC/caspase-1, beta-gal luminescence, 24 h; inhibition, % at 10 µM; 0.39% of 330,000 active; AID 2825;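 active = inhibition of 50% or more; inactive = inhibition below 50%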;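 note: plate controls were induced DMSO wells for no effect and uninduced yeast grown without galactose for full effect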
hIAP inh = blocks human intestinal alkaline phosphatase | 0.12% of 330,000 active | P09923 | purified IAP, CDP-Star luminescence, 30 min | inhibition, % at 10 µM | AID 2544;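 active = inhibition reaching a set limit with compound at 10 µM in the primary screen, cut at about 35% in these data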;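 note: plate controls were DMSO wells with enzyme for no effect and no-enzyme buffer wells for full effect; values of inactives mirror those of a sister screen read the other way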
Target sequence (P09923 whole entry, looked up): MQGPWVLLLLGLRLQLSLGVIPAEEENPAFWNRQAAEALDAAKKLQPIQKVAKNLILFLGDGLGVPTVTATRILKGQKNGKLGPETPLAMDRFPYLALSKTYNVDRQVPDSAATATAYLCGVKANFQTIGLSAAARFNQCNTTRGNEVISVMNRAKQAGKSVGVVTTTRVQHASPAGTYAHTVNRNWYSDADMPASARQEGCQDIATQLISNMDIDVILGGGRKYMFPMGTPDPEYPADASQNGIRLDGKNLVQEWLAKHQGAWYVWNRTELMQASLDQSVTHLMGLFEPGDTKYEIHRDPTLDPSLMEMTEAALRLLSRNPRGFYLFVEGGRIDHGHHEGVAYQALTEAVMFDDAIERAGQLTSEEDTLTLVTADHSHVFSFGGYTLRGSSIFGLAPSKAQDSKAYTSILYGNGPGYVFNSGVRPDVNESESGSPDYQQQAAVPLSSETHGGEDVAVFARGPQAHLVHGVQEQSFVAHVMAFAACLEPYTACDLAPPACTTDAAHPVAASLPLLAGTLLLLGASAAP
tim10-1 inh = tim10-1 yeast growth inhibition. S. cerevisiae tim10-1 ts strain growth, BacTiter-Glo, 24 h. inhibition, % at 20 µM. 2.2% of 330,000 active;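 active = inhibition of at least 40%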;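 note: mutant grown at 25 °C; 0% = DMSO wells with yeast and 100% = wells holding no yeast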
APOBEC3A inh = blocks human APOBEC3A ssDNA deamination. P31941. recombinant A3A, FAM/TAMRA ssDNA deamination fluorescence. inhibition, % at 20 µM. 0.41% of 330,000 active. AID 493011;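 active = at least 40% inhibition at 20 µM here, with at most 30% in a related deaminase screen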;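 note: plate controls were A3A with DMSO for no effect and wells lacking A3A enzyme for full effect; some results filed as inactive read as strong as hits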
A3G deaminase = inhibitors of human APOBEC3G DNA deaminase. Q9HC16. recombinant A3G, ssDNA deamination FAM/TAMRA fluorescence. inhibition, % at 20 µM. 0.28% of 330,000 active;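 active = inhibition of at least 40% at 20 µM, with no more than 30% in the related APOBEC3A deaminase screen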;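 note: plate controls were DMSO wells with A3G for no effect and wells lacking A3G enzyme for full effect; some compounds called inactive have numbers as strong as hits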
Target sequence (Q9HC16 whole entry, looked up): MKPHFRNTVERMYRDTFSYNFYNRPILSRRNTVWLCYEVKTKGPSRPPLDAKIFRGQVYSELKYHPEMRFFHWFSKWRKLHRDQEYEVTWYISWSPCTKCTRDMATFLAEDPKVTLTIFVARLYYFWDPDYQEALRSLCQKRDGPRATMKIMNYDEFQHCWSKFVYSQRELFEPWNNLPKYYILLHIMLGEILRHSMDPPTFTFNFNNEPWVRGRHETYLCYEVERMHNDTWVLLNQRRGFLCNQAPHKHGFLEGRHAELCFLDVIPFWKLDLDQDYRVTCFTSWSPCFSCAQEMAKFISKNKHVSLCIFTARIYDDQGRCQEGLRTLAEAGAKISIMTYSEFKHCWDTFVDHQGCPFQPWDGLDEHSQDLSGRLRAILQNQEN
Active calls of the source: *.

SMILES	beta cell repl	mIAP act	TIM10 inh	mIAP block	NLRP3 yeast inh	hIAP inh	tim10-1 inh	APOBEC3A inh	A3G deaminase
CCOC(=O)Cn1c2c(c(-c3ccccc3OC)cc1=O)CCCC2	-3	1	24	0	5	13	26	3	0
Cc1ccc(S(=O)(=O)N(c2ccc(Br)cc2)C2C=CS(=O)(=O)C2)cc1 (stereo not drawn)	-3	1	17	-5	7	6	13	4	-2
CN1CCN(C(=O)CN(c2cccc(Br)c2)S(=O)(=O)c2ccccc2)CC1	-3	1.1	-25	-9	6	-20	-3	-1	-3
CCCCCc1nc2c(=O)n(C)c3ccccc3c2o1	1	1	21	-2	2	-24	23	-6	-8
Cc1ccc(Cn2nc(C)cc2C(=O)Nc2ccc(Cl)cc2)cc1	-3	1.1	25	-6	13	6	12	2	-13
CC1(C)COC(c2cccn2Cc2ccccc2Cl)=N1	6	0.94	14	6	-27	20	15	1	-2
N#Cc1c(NCCN)nc(-c2ccco2)c2c1CCCC2	-3	0.94	10	6	14	9	19	1	-3
COc1ccc(C(=O)NNC(=O)c2cccc(S(=O)(=O)N3CCOCC3)c2)cc1	-1	0.98	-9	2	-2	-5	-7	5	-3
COc1ccc(CNC(=O)C2CCN(S(=O)(=O)N3CCCCC3)CC2)cc1	5	0.94	-2	6	7	-12	15	101	77
O=C(Nc1ccc(F)c(Cl)c1)c1ccc2c(=O)n3c(nc2c1)CCCCC3	-4	1	60*	0	30	0	29	-1	-3
Cc1ccc(/C=N/NC(=O)C[n+]2ccccc2)o1	-3	1	-2	-4	13	-7	19	-5	8
Cc1c(C(=O)N2CCN(c3ncccn3)CC2)oc2ccc(F)cc12	-1	1.1	8	-5	25	-4	6	0	-6
COc1ccc(C2C(C#N)=C(N)N(N(C)C)C3=C2C(=O)CC(C)(C)C3)cc1 (stereo not drawn)	1	0.94	14	6	13	-7	5	-6	-10
CCN(CC(=O)NC1CCS(=O)(=O)C1)C(=O)COc1ccccc1-c1ccccc1 (stereo not drawn)	0	1.1	1	-12	1	6	18	-2	-5
C[C@H](NC(=O)C1CCN(S(=O)(=O)c2ccccc2)CC1)C(=O)NCc1ccccn1	-2	0.98	0	2	16	-10	-4	1	2
C=C(C)CNC(=S)N/N=C/c1ccco1	-2	0.94	-19	6	7	-12	-8	-1	-4
CN(C)/C=C1/C=C(C=O)OC1=O	1	0.94	-1	6	15	3	-3	1	1
C=CCn1c(SCc2ccccc2Cl)nnc1-c1sc2nc(C)cc(C)c2c1N	-3	1.1	-2	-13	14	-7	23	-7	-6
c1coc(Cn2c(-c3ccco3)nc3ccccc32)c1	1	0.99	-11	1	-5	-6	18	7	-1
OCCCNc1cc(-c2ccccc2)nc2cc(-c3ccc(F)cc3)nn12	-5	0.93	4	7	28	11	35	2	0

Continued, starting with the last five of the part before.
SMILES	beta cell repl	mIAP act	TIM10 inh	mIAP block	NLRP3 yeast inh	hIAP inh	tim10-1 inh	APOBEC3A inh	A3G deaminase
C=C(C)CNC(=S)N/N=C/c1ccco1	-2	0.94	-19	6	7	-12	-8	-1	-4
CN(C)/C=C1/C=C(C=O)OC1=O	1	0.94	-1	6	15	3	-3	1	1
C=CCn1c(SCc2ccccc2Cl)nnc1-c1sc2nc(C)cc(C)c2c1N	-3	1.1	-2	-13	14	-7	23	-7	-6
c1coc(Cn2c(-c3ccco3)nc3ccccc32)c1	1	0.99	-11	1	-5	-6	18	7	-1
OCCCNc1cc(-c2ccccc2)nc2cc(-c3ccc(F)cc3)nn12	-5	0.93	4	7	28	11	35	2	0
COc1ccc(C(=O)CSc2nnnn2Cc2ccccc2)cc1	0	0.99	29	1	14	0	32	0	4
Nc1c(SCCC(=O)O)ccc2c1C(=O)c1ccccc1C2=O	-6	1	9	-1	20	23	21	3	-3
O=C1CC(N(C(=O)c2ccco2)c2ccc(F)cc2)C(=O)N1c1ccc(F)cc1 (stereo not drawn)	0	0.93	12	8	-18	-6	20	-1	-10
Cc1c(CNC(=O)C2CC2)c(-n2cccc2)n(Cc2ccccc2)c1C	1	1.1	-19	-10	15	-12	-1	5	-3
Cc1c(NN=C(C#N)C#N)c(=O)n(-c2ccccc2)n1C	6	0.99	10	1	5	11	4	-3	2
O=C(c1ccoc1)N1CCC2(CC1)Oc1ccc(Cl)cc1C(=O)C21CC(c2cccnc2)=NO1 (stereo not drawn)	-8	1	-2	-1	3	-6	34	3	-7
CC(=O)C(C)Oc1ncn(-c2ccccc2)n1 (stereo not drawn)	1	0.96	-1	4	4	-16	-2	-4	-6
C/C(=N\NC(=O)c1cc([N+](=O)[O-])cc([N+](=O)[O-])c1)c1ccco1	-2	1.1	39	-6	-4	-23	38	-1	-2
COc1ccc(C2Nc3ccccc3C(=O)N2NS(=O)(=O)c2ccccc2)cc1 (stereo not drawn)	-4	1.1	-5	-9	12	2	-7	1	-2
COc1ccc(C(C(=O)NCCC(C)C)N(CCO)C(=O)c2snc(C(N)=O)c2N)cc1OC (stereo not drawn)	-1	0.91	0	9	13	-26	0	-7	-6
S=c1[nH]nc(-c2cc(-c3ccccn3)nc3ccccc23)o1	-5	1	-2	-4	-8	-12	17	-3	-2
COCCn1c(N)c(N(Cc2ccccc2)C(=O)c2ccc(C#N)cc2)c(=O)[nH]c1=O	-1	0.98	10	2	-4	-15	7	0	-6
O=C1/C(=C/c2cccnc2)SC(=S)N1CCc1ccccc1	2	0.88	-25	12	50*	-22	9	0	-3
CCOCCCNC(=O)c1c(C)c(C(=O)OCC)n(C)c1C	-1	0.91	1	9	1	7	7	-4	-8
C[C@@H]1CN([C@H](C)CO)C(=O)Cc2cc(NS(=O)(=O)c3ccc(Cl)cc3)ccc2O[C@H]1CN(C)Cc1ccc(C(F)(F)F)cc1	-6	0.96	10	4	1	-2	14	-3	-3
O=P(Cc1nnco1)(c1ccccc1)c1ccccc1	-1	1	-2	-2	15	-13	-8	-2	-2
Cc1ccccc1Oc1ncnc2oc(-c3ccccc3)cc12	-2	0.92	-2	8	-5	-20	23	0	-1
C/C=C\C=C/C(=O)Nc1cccc(C2=NOC3(C2)C[C@@H](C(N)=O)N(C(=O)[C@H]2CCC(=O)N2)C3)c1 (stereo partly drawn)	4	1	11	-1	3	18	13	0	8
COC(=O)C1=C(C)NC(=O)/C1=C\c1cc(C)n(-c2ccccc2)c1C	0	0.98	2	2	6	-9	20	-4	-5
CCc1ccc(NS(=O)(=O)c2ccc3[nH]cc(C(=O)NCC4CCCO4)c(=O)c3c2)cc1 (stereo not drawn)	-3	1.1	9	-6	-5	-39	11	2	-6

A draw from above in order of number of heavy atoms, lowest first.
SMILES	beta cell repl	mIAP act	TIM10 inh	mIAP block	NLRP3 yeast inh	hIAP inh	tim10-1 inh	APOBEC3A inh	A3G deaminase
O=C1/C(=C/c2cccnc2)SC(=S)N1CCc1ccccc1	2	0.88	-25	12	50*	-22	9	0	-3
Nc1c(SCCC(=O)O)ccc2c1C(=O)c1ccccc1C2=O	-6	1	9	-1	20	23	21	3	-3
COC(=O)C1=C(C)NC(=O)/C1=C\c1cc(C)n(-c2ccccc2)c1C	0	0.98	2	2	6	-9	20	-4	-5

Continued:
SMILES	beta cell repl	mIAP act	TIM10 inh	mIAP block	NLRP3 yeast inh	hIAP inh	tim10-1 inh	APOBEC3A inh	A3G deaminase
COc1cc(/C=C(/C#N)c2nc3ccccc3[nH]2)ccc1OCC(=O)Nc1ccccc1C(C)C	-6	0.86	8	14	0	10	4	-3	-8
CC1CCN(CC2C(=O)O[C@@H]3C[C@@]4(C)CCC[C@H](C)C4=C[C@H]23)CC(C)(C)C1 (stereo partly drawn)	-4	1	39	-3	11	-4	23	2	0
Cc1ccc(N2C(=O)CC(Nc3ccc(Cl)c(S(=O)(=O)N(C)C)c3)C2=O)c(C)c1 (stereo not drawn)	-1	1	18	-3	5	-7	14	3	-6
CCC(C)NC(=O)CCc1nnc2ccc(N3CCC(C)CC3)nn12 (stereo not drawn)	-2	0.97	-13	3	2	-16	15	-2	-5
O=C(Nc1cccc(Cl)c1Cl)C1CCCO1 (stereo not drawn)	-3	0.94	-8	6	6	-11	4	-6	-9
O=C(O)CC(NC(=O)C1c2ccccc2Oc2ccccc21)c1ccc(OC2CCCC2)cc1 (stereo not drawn)	-3	1	10	-2	-1	21	16	-1	-3
O=C(O)/C=C\C(=O)NC1CCCCC1	2	1	-7	-2	19	-46	4	-2	-5
CCC(=O)c1ccc(OCC(O)Cn2c(C)nc3ccccc32)cc1 (stereo not drawn)	-3	1.1	19	-7	16	-4	7	-3	-7
O=C(Nc1ccc(C(=O)c2ccc(C(=O)O)c(C(=O)O)c2)cc1)c1ccccc1	-2	1.1	4	-11	3	0	-9	-6	8
Cc1nc2c3ccccc3nc(SCC(=O)c3ccc(Cl)cc3)n2n1	0	0.76	4	24	13	-2	18	-1	1
CN1C(=O)/C(=C\c2ccc(-c3ccccc3)o2)SC1=S	0	0.75	10	25	13	18	7	-2	-4
CCOC(=O)c1sc(NC(=O)CNCc2cccnc2)c(C(=O)OCC)c1C	-1	1.1	20	-6	10	-30	-17	-2	1
Cc1ccc(S(=O)(=O)N2CCCC(C(=O)NCCc3ccc4c(c3)OCO4)C2)cc1 (stereo not drawn)	5	1	16	-3	5	-6	11	-18	-7
O=C(Nc1cccc2ccccc12)c1ccc(Cn2cc(Cl)cn2)cc1	-2	1	1	-2	48	-1	26	-4	-8
COc1ccc(Cl)cc1S(=O)(=O)N1CCC(C(=O)NCc2ccccn2)CC1	1	1	-1	-1	9	-16	-3	1	-5
CCc1cc2cc(C)ccc2nc1SCC(=O)NC1CCCC1	-3	0.95	5	5	54*	20	-17	-5	-15
O=C(NCc1ccco1)c1cc(-c2cccs2)nc2ccccc12	-1	0.9	32	10	3	-4	16	1	-3
CCC(=O)Nc1cc(C(C)(C)C)ccc1C(C)=O	0	1	-17	-1	8	-7	15	-1	-7
O=C(c1cccc(NC2=NC3CS(=O)(=O)CC3S2)c1)N1CCN(c2ccc(F)cc2)CC1 (stereo not drawn)	4	0.98	6	2	-2	12	1	-6	-11
O=S(=O)(NCC(c1cccnc1)N1CCOCC1)c1cccs1 (stereo not drawn)	0	0.92	0	8	-2	12	15	-4	-8

A different layout for some results above.
structure,beta cell repl,mIAP act,TIM10 inh,mIAP block,NLRP3 yeast inh,hIAP inh,tim10-1 inh,APOBEC3A inh,A3G deaminase
CN1C(=O)/C(=C\c2ccc(-c3ccccc3)o2)SC1=S,0,0.75,10,25,13,18,7,-2,-4
O=C(Nc1cccc2ccccc12)c1ccc(Cn2cc(Cl)cn2)cc1,-2,1,1,-2,48,-1,26,-4,-8
CCC(=O)c1ccc(OCC(O)Cn2c(C)nc3ccccc32)cc1 (stereo not drawn),-3,1.1,19,-7,16,-4,7,-3,-7
Cc1ccc(S(=O)(=O)N2CCCC(C(=O)NCCc3ccc4c(c3)OCO4)C2)cc1 (stereo not drawn),5,1,16,-3,5,-6,11,-18,-7
